# PfGluPho inh – PfG6PD enzyme inhibitors, primary screen, biochemical, fluorescence intensity, uHTS. glucose-6-phosphate dehydrogenase-6-phosphogluconolactonase (Plasmodium falciparum 3D7). PfGluPho enzyme, NADPH resazurin-diaphorase fluorescence. inhibition, % at 20 µM. 0.78% of 350,000 active;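 active means inhibition reaching at least a set limit at 20 µM in the primary screen, cut at about 59% in these data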;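 further: 0% = DMSO wells with substrate and 100% = DMSO wells lacking glucose-6-phosphate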
# NR3A LBD binder – binders of NR3A ligand-binding domain, primary screen, biophysical, differential scanning fluorimetry, uHTS; 2.5% of 340,000 active; Glutamate receptor ionotropic, NMDA 3A (GRIN3A) ligand-binding domain; AID 1259313, 2017; Tm shift relative to glycine control, % at 25 µM; NR3A LBD differential scanning fluorimetry, Tm shift; 0% = protein alone, 100% = glycine-bound protein;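 active means melting temperature shift of at least 10% of the positive control shift, at one fixed dose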
# SENP8 block – human SENP8 protease inhibitors, primary screen, biochemical, fluorescence, Nedd8 protein substrate, uHTS | inhibition, % at 20 µM | Sentrin-specific protease 8 (Homo sapiens), Q96LD8 | AID 602440, 2012 | 0.64% of 360,000 active | recombinant SENP8; in the data active means inhibition mostly above about 40%, no sharp cut-off; inactive means mostly below about 27%
# SENP6 block – SENP6 protease inhibitors, primary screen, biochemical, luminescence, uHTS | 1.8% of 330,000 active | Sentrin-specific protease 6 (Homo sapiens), Q9GZR1 | Recombinant SENP6 catalytic domain, aminoluciferin luminescence | inhibition, % at 10 µM | AID 2599, 2010;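 active means inhibition above about 50% at the single tested dose, limit read from the data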;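 further: plate controls were DMSO wells with enzyme for no effect and DMSO wells lacking enzyme for full effect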
# Target sequence (Q9GZR1 628-1112 limits assumed): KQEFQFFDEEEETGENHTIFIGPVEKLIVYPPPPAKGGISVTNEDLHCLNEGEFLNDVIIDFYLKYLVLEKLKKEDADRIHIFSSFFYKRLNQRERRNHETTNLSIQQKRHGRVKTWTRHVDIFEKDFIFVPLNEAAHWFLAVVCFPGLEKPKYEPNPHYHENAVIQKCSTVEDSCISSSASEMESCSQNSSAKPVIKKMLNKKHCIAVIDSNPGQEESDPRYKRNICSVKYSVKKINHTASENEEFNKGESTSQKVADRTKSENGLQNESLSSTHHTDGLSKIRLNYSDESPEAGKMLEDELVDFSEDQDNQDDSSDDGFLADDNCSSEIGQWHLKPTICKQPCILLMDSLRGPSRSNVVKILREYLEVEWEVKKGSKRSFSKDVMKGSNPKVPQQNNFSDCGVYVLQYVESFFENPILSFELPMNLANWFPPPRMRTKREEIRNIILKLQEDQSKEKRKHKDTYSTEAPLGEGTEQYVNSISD
# ATG4B inh – ATG4B protease inhibitors, primary screen, biochemical, fluorescence, uHTS; Cysteine protease ATG4B (Homo sapiens), Q9Y4P1; ATG4B cleavage of LC3-PLA2, NBD-HPC fluorescence, 1 h; inhibition, % at 8.33 µM; 0.51% of 340,000 active; AID 504462, 2011; in the data active means inhibition above about 40%
# Target sequence (Q9Y4P1 whole entry, looked up): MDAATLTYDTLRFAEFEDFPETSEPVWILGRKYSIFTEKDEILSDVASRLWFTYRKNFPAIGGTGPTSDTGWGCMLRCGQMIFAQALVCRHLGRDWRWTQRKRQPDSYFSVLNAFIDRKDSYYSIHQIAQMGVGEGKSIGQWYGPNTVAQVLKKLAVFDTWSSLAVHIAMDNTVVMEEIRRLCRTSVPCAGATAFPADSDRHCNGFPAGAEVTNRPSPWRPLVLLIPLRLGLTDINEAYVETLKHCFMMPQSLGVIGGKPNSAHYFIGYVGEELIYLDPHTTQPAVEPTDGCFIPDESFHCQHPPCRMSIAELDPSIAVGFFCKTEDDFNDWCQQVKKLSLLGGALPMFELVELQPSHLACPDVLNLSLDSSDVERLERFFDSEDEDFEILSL
# MPTP inh – mitochondrial permeability transition pore inhibitors, primary screen, biochemical, isolated mouse mitochondria, absorbance. Ca2+ swelling absorbance, 30 min. inhibition, % at 10 µM. 1.4% of 360,000 active. AID 602449, 2012;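 active means inhibition of 50% or more, scaled per plate between neutral and stimulator controls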;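 further: 0% = DMSO wells given calcium and 100% = 1 mM EGTA wells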
# SENP1 inh – human SENP1 catalytic domain inhibitors, primary screen, biochemical, FRET, uHTS. AID 624204, 2012. 0.21% of 360,000 active. recombinant SENP1 catalytic domain, CyPet-SUMO1-YPet FRET cleavage. inhibition, % at 10 µM;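 active means inhibition at least 30% at 10 µM, raw YFP signal under a set limit, fluorescence ratio 0.5 to 1.5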;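 further: 0% = enzyme with DMSO and 100% = no enzyme wells; some results filed as inactive read as strong as hits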
#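 Test system: human SENP1 catalytic domain; medium: Tris pH 8 buffer plus EDTA, NaCl, BME, BSA, NP40, catalase; incubation: 50 min reaction at room temperature; technique: FRET, CFP and YFP emission; controls: no-enzyme low control and enzyme-plus-DMSO high control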
# hIAP act – human IAP activators, primary screen, biochemical, luminescence, uHTS; Intestinal-type alkaline phosphatase (Homo sapiens), P09923; 0.16% of 330,000 active; purified human IAP, CDP-Star luminescence, 30 min; active compounds read high; 1 = vehicle-only enzyme, 0 = enzyme-free background; activation factor at 10 µM;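 active means activation factor of the enzyme at least 2-fold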; further: the source names both 10 and 20 µM as test concentration; values of inactives mirror those of a sister screen read the other way
# Active calls of the source: *; x = not tested or not shown.
No.	canonical_smiles	PfGluPho inh	NR3A LBD binder	SENP8 block	SENP6 block
1	O=C(O)c1c(-c2ccccc2)c(-c2ccccc2)nc2ccccc12	13	1	18	0
2	Cc1c(C(=O)N2CCN(c3ccccc3)CC2)oc2c(F)cccc12	0	-1	10	0
3	COc1ccc(-c2cc3c(=O)n(CC(=O)Nc4cccc(Cl)c4)nc(C)n3n2)cc1	-13	0	-22	-1
4	O=C(NC1CCCc2ccccc21)c1c(F)cccc1Cl (configuration not stated)	5	1	12	-2
5	COC(=O)c1c(Sc2ccccc2)c2ccccc2n1C	-18	0	-27	-33
6	COC(=O)c1cc2n(n1)CCN(Cc1ccc(C)cc1)C2=O	-10	-1	18	-1
7	Cc1ccc(S(=O)(=O)Cc2cccc(C(=O)N3CCOCC3)c2)cc1	-15	0	14	-28
8	Cc1ccc(C2C(C#N)=C(N)OC3=C2C(=O)CCC3)s1 (configuration not stated)	9	0	9	-7
9	CCN(CC)CCC(=O)NC(C)(C)Cc1ccc(O)cc1	14	3	27	-14
10	COc1ccc(-c2csc3nc(C)nc(N4CCC(C)CC4)c23)cc1OC	14	2	-3	-2
11	Cc1csc(=O)n1CC(=O)OC(C)C(=O)Nc1ccc(N(C)C)cc1 (configuration not stated)	14	-1	9	x
12	Cc1[nH]c2ccccc2c1N=Nc1ccccc1C(=O)O	2	-11	-34	-32

No.	ATG4B inh	MPTP inh	SENP1 inh	hIAP act
1	-4	-0.7	3	0.95
2	0	-0.2	1	0.92
3	-1	3.0	2	1
4	-2	0.0	0	0.91
5	0	-0.3	1	0.96
6	-1	-0.6	1	0.79
7	-8	-1.0	-1	0.97
8	0	3.4	-2	1.2
9	-7	-5.0	0	1.2
10	-14	6.4	1	0.89
11	-6	0.1	4	x
12	20	6.1	-11	0.83

# Remaining list, next part
No.	canonical_smiles	PfGluPho inh	NR3A LBD binder	SENP8 block	SENP6 block
13	CC(C)(C)NCC(=Cc1ccccc1)C(=O)c1ccccc1	15	1	14	x
14	COc1ccccc1NC(=O)c1cc(N)cc(C(=O)Nc2ccccc2OC)c1	10	3	-410	-4
15	COc1ccc(OC)c(/C=C2\SC(N3CCCCC3)=NC2=O)c1	1	-2	-281	-25
16	COCCCNC(=O)/C(C#N)=C/c1c(N2CCN(c3ccc(OC)cc3)CC2)nc2c(C)cccn2c1=O	8	0	-302	0
17	COC(=O)[C@@H]1C[C@@]2(O)[C@H](O)[C@H](O)[C@H](O)C[C@H]2N1Cc1ccc(-c2ccccc2)cc1	-6	0	-1	-11
18	O=c1c2c(nc3c(-c4ccc(Cl)cc4)c[nH]n13)CCC2	-10	-9	-402	8
19	O=C(CCCCCCC(=O)NCc1ccccc1)NCc1ccccc1	-20	-6	9	-48
20	Cc1cccc(OCC(=O)Nc2ccc3c4c(cccc24)CC3)c1C	11	-2	-2	-15
21	CC1CC(C)CN(CCCNC(=O)CCNC(=O)Cn2cnc3ccccc3c2=O)C1 (configuration not stated)	5	-1	18	-18
22	Cc1cc(-c2onc(C)c2C(=O)O)no1	-4	2	7	-9
23	Cc1ccc(CCNC(=O)CN(C)S(=O)(=O)c2cnc[nH]2)cc1	11	-1	4	3
24	O=C(CN1CCN(c2ccc(O)cc2)CC1)Nc1cc(S(=O)(=O)N2CCOCC2)ccc1Cl	74*	-1	3	-13

No.	ATG4B inh	MPTP inh	SENP1 inh	hIAP act
13	1	0.7	2	x
14	-14	3.3	0	0.97
15	-4	-0.2	-26	0.8
16	20	-0.3	-120	0.88
17	7	-2.8	-1	0.98
18	3	-0.5	-1	0.99
19	6	0.6	-6	1
20	-9	3.3	-2	1
21	0	0.5	0	0.93
22	17	1.0	3	1.2
23	4	-1.0	1	0.81
24	-18	3.4	1	0.97

# 4 entries from above, set out differently:
3	COc1ccc(-c2cc3c(=O)n(CC(=O)Nc4cccc(Cl)c4)nc(C)n3n2)cc1
  PfGluPho inh: -13	NR3A LBD binder: 0	SENP8 block: -22	SENP6 block: -1	ATG4B inh: -1	MPTP inh: 3.0	SENP1 inh: 2	hIAP act: 1

7	Cc1ccc(S(=O)(=O)Cc2cccc(C(=O)N3CCOCC3)c2)cc1
  PfGluPho inh: -15	NR3A LBD binder: 0	SENP8 block: 14	SENP6 block: -28	ATG4B inh: -8	MPTP inh: -1.0	SENP1 inh: -1	hIAP act: 0.97

15	COc1ccc(OC)c(/C=C2\SC(N3CCCCC3)=NC2=O)c1
  PfGluPho inh: 1	NR3A LBD binder: -2	SENP8 block: -281	SENP6 block: -25	ATG4B inh: -4	MPTP inh: -0.2	SENP1 inh: -26	hIAP act: 0.8

6	COC(=O)c1cc2n(n1)CCN(Cc1ccc(C)cc1)C2=O
  PfGluPho inh: -10	NR3A LBD binder: -1	SENP8 block: 18	SENP6 block: -1	ATG4B inh: -1	MPTP inh: -0.6	SENP1 inh: 1	hIAP act: 0.79

# The list goes on.
No.	canonical_smiles	PfGluPho inh	NR3A LBD binder	SENP8 block	SENP6 block
25	O=C(COc1ccccc1Cl)NCCNC(=O)c1cnccn1	-21	0	9	8
26	CSc1ccc(NC(=O)N2CC=C(n3c(=O)[nH]c4ccccc43)CC2)cc1	9	-9	6	-7
27	O=C(O)Cn1c(CC(=O)N2CCCC2)nc2ccccc21	5	2	-2	-7
28	CCCN(CCC)C(=O)C(c1ccccc1)C1(O)CCCCC1 (configuration not stated)	-3	0	8	x
29	COc1ccc(C(=O)NCc2nnc(SCC(=O)Nc3cc(OC)ccc3OC)o2)cc1	-21	0	8	-11
30	Oc1cccc(/C=N/c2c(-c3ccco3)nc3ccccn23)c1	16	-7	-282	-4
31	O=C(OCCOCCN=C1NS(=O)(=O)c2ccccc21)c1ccc(F)cc1	-13	1	18	-46
32	CC(=O)c1ccc(N2CCN(S(=O)(=O)c3cc4c(cc3C)NC(=O)CO4)CC2)cc1	-2	1	-128	3
33	Cc1oc(-c2cccc(C(F)(F)F)c2)nc1CN1CCOCC1	13	1	1	2
34	CC(C)OCCCNC(=O)c1cc2c(s1)CS(=O)(=O)C2	-8	0	8	4
35	CCCC(=O)Nc1sc2c(c1C(=O)OCC)CC(C)(C)OC2	7	0	-57	-3
36	Cc1ccccc1Cn1cc(S(=O)(=O)c2ccc(C(C)C)cc2)c(=O)c2cc3c(cc21)OCO3	-3	0	-89	-10

No.	ATG4B inh	MPTP inh	SENP1 inh	hIAP act
25	1	-2.1	0	0.96
26	-11	0.5	2	1.1
27	4	0.6	-6	1.3
28	2	-1.6	1	x
29	-1	-0.6	1	1.1
30	-23	2.1	-30	0.92
31	-5	0.2	4	1
32	1	-1.2	-1	0.88
33	6	0.4	-2	0.88
34	-9	-0.3	0	0.99
35	-6	0.5	-2	1.1
36	-6	2.8	2	0.77

# Just PfGluPho inh (4 entries from above):
no. | mol | PfGluPho inh
26 | CSc1ccc(NC(=O)N2CC=C(n3c(=O)[nH]c4ccccc43)CC2)cc1 | 9
27 | O=C(O)Cn1c(CC(=O)N2CCCC2)nc2ccccc21 | 5
28 | CCCN(CCC)C(=O)C(c1ccccc1)C1(O)CCCCC1 (configuration not stated) | -3
29 | COc1ccc(C(=O)NCc2nnc(SCC(=O)Nc3cc(OC)ccc3OC)o2)cc1 | -21

# Continued:
No.	canonical_smiles	PfGluPho inh	NR3A LBD binder	SENP8 block	SENP6 block
37	Cn1c(NC(=S)Nc2ccccc2)nc2ccccc21	6	-1	1	19
38	CCOc1cc(C)nc(N2CCC(C(=O)NCC3CCCO3)CC2)n1 (configuration not stated)	9	3	-32	x
39	CCCOc1ccc(CNC(=O)Cn2c(=O)oc3ccccc32)cc1	3	3	0	-9
40	CN(C)c1ccc(C=Nc2ccccc2)cc1	-19	1	0	-11
41	COC(=O)c1cccc(-n2nnnc2SCC(=O)Nc2nc3c(s2)CCCC3)c1	-14	-13	20	-1
42	Cc1ccc(C(=O)Nc2nc(=O)n(C(=O)C3CC3)s2)cc1	25	2	11	-7
43	C#CCOCCOCCOCCNc1nc(N2CCN(C(=O)C([C@@H](C)CC)n3cc(C(N)COC(=O)C(F)(F)F)nn3)CC2)nc(N2CCN(C(=O)[C@H](CCC(=O)O)n3cc(C(N)CC(C)C)nn3)CC2)n1 (some centres not stated)	13	0	x	-7
44	COC(=O)C1=C(C(=O)OC)[C@@H]2N(Cc3ccccc3)c3ccccc3[C@@]23C[C@@H](C(=O)OC)N(C(=O)NC(C)(C)C)C3=N1	6	-3	6	4
45	Fc1cc2[nH]cnc2cc1Cl	-7	-2	10	-1
46	CCC(=O)N1CCC2(CC1)Oc1ccc(Cl)cc1C(=O)C21CC(c2ccccc2)=NO1 (configuration not stated)	-3	0	8	-15
47	O=C1CCC(=O)N1c1ccc(-c2nc3sc4c(c3c(=O)o2)CCC4)cc1	12	0	-22	-45
48	Cc1cc(NC(=O)Nc2ccccc2)n(-c2ccccc2)n1	-3	1	24	-7

No.	ATG4B inh	MPTP inh	SENP1 inh	hIAP act
37	8	-0.3	1	1.2
38	-1	-1.2	2	x
39	-13	-0.7	2	0.94
40	7	1.1	-1	1
41	1	-15	2	1.1
42	-2	5.6	2	1
43	-19	x	x	0.91
44	-6	-0.1	1	0.89
45	-4	1.2	0	0.92
46	1	-2.0	0	1
47	3	0.0	-21	0.87
48	-4	-3.9	-2	0.95

# Single records, as listed above. Values in the order: PfGluPho inh, NR3A LBD binder, SENP8 block, SENP6 block, ATG4B inh, MPTP inh, SENP1 inh, hIAP act
# CCC(=O)N1CCC2(CC1)Oc1ccc(Cl)cc1C(=O)C21CC(c2ccccc2)=NO1 (configuration not stated) across the screens: -3, 0, 8, -15, 1, -2.0, 0, 1
# Fc1cc2[nH]cnc2cc1Cl across the screens: -7, -2, 10, -1, -4, 1.2, 0, 0.92

# (cont.)
No.	canonical_smiles	PfGluPho inh	NR3A LBD binder	SENP8 block	SENP6 block
49	COc1ccc(OC)c(C(c2nnnn2C2CCCC2)N2CCN(c3ccc(F)cc3)CC2)c1 (configuration not stated)	-1	0	12	-15
50	COCCNc1oc(-c2ccc(F)cc2)nc1C#N	9	1	-400	15
51	CC(C)Oc1ccc(S(=O)(=O)N2CCCCC2)cc1NC(=O)C1=NN(c2ccccc2)C(=O)CC1	4	x	-15	x
52	CC(C)CN(C(=O)C1CC1)C1CCS(=O)(=O)C1 (configuration not stated)	8	1	12	-2

No.	ATG4B inh	MPTP inh	SENP1 inh	hIAP act
49	2	1.0	1	1.1
50	-8	0.1	2	1
51	x	1.0	0	x
52	-6	-1.3	3	1.1

# High-throughput results from PubChem.
